MazEF act = activators of E. coli MazEF toxin-antitoxin RNase. P0AE70. FAM/BHQ RNA-DNA oligo cleavage fluorescence, 5 h. activation, % at 20 µM. 350,000 compounds, 0.32% hits. AID 504720; in the data active = activation above about 50%
Target sequence (P0AE70 whole entry, looked up): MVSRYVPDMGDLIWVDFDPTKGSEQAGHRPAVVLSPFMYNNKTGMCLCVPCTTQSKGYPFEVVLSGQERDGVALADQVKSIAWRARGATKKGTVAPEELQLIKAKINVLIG
DUSP3 inh = inhibitors of human VHR1 phosphatase (DUSP3). P51452. recombinant VHR phosphatase, pNPP absorbance. inhibition, % at 13.3 µM. 290,000 compounds, 0.52% hits. AID 1654; in the data active = inhibition above about 50%; note: some compounds called inactive have numbers as strong as hits
Target sequence (P51452 whole entry, looked up): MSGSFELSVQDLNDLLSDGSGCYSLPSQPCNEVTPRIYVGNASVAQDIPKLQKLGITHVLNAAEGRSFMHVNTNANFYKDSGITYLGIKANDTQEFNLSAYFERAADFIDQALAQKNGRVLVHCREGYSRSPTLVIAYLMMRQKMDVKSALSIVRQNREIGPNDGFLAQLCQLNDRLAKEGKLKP
CCHF vOTU inh = CCHFV vOTU protease inhibition; Pep-AMC fluorescence; inhibition, % at 11.5 µM; 370,000 compounds, 0.55% hits; in the data active = inhibition above about 30%; note: 0% = vehicle wells with enzyme and 100% = no enzyme wells
BoNT A protease = blocks Botulinum neurotoxin A light chain protease. multiplex microsphere protease substrate cleavage, flow cytometry. inhibition, % at 10 µM. 360,000 compounds, 0.17% hits; note: plate controls were buffer without enzyme for full effect and enzyme alone for no effect
Rv3671c protease = inhibitors of M. tuberculosis serine protease Rv3671c | P9WHR9 | inhibition, % at 5.96 µM | 320,000 compounds, 0.048% hits; in the data active = inhibition above about 38%;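 note: extracellular domain of Rv3671c used as enzyme; 0% = enzyme with DMSO and 100% = no enzyme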
3CLpro inhibitor = SARS-CoV 3CLpro protease inhibition; P0C6X7; recombinant SARS-CoV 3CLpro, quenched FRET peptide cleavage; inhibition, % at 6 µM; 290,000 compounds, 0.14% hits; in the data active = inhibition above about 12%
SSB-PriA inh = inhibitors of Klebsiella pneumoniae PriA binding to SSB C-terminal tail | 430,000 compounds, 0.6% hits | AlphaScreen SSBct-PriA binding, biotinylated peptide | inhibition, % at 33 µM | AID 1272365; in the data active = inhibition mostly above about 37%, no sharp cut-off; inactive = mostly below about 20%;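 note: plate controls were negative control peptide for no effect and reference peptide for full effect; strong numbers were not always called active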
PrPC surface inh = reduces human prion protein on the cell surface. inhibition, % at 13.8 µM. 370,000 compounds, 0.43% hits. cell surface PrPC, TR-FRET read-out. P04156; in the data active = inhibition above about 24%; note: 0% = median of the test wells and 100% = reference compound wells
BoNT F protease = blocks Botulinum neurotoxin F light chain protease; Multiplex microsphere protease cleavage assay, flow cytometry; inhibition, % at 10 µM; 360,000 compounds, 0.22% hits; AID 588497; in the data active = inhibition above about 35%, passing the limit was not always enough; inconclusive = no clear call, values can overlap the other calls; note: plate controls were buffer without enzyme for full effect and enzyme alone for no effect
Anthrax LF inh2 = anthrax lethal factor protease inhibition | multiplex microsphere protease cleavage assay, LF | inhibition, % at 10 µM | 360,000 compounds, 0.12% hits | AID 588501; note: plate controls were buffer without enzyme for full effect and enzyme alone for no effect
Target sequence (P15917 whole entry, looked up): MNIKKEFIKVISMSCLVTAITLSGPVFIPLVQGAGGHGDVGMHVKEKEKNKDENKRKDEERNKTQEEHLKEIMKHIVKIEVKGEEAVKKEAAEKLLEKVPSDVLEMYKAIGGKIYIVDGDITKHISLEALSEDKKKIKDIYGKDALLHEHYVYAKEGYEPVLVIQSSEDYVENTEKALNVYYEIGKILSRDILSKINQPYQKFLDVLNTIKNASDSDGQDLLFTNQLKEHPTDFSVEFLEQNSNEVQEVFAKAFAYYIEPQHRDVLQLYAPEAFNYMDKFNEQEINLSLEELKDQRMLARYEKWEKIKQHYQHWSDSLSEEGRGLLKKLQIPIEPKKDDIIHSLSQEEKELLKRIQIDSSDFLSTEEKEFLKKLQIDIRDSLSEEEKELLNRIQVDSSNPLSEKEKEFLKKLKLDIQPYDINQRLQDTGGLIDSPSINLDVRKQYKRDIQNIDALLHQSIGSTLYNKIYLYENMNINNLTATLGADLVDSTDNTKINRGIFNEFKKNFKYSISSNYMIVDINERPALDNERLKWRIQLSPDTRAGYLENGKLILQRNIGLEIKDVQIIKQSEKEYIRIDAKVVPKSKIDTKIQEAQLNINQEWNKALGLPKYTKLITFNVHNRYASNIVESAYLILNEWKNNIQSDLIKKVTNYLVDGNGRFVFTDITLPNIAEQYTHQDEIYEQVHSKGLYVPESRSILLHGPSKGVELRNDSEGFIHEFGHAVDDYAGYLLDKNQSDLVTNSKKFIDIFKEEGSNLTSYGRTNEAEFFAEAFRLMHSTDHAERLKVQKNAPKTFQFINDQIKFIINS
Starred values were filed as active, the others as inactive; i = inactive; ? = inconclusive; . = not tested or not shown; & = joins results of further samples. Cut-off read from the data, not from the text of the source, unless noted: active = inhibition above about 30%; inconclusive = no clear call, values can overlap the other calls; inactive = below that. A portion of the library, so the mix of outcomes need not match the whole.

SMILES	MazEF act	DUSP3 inh	CCHF vOTU inh	BoNT A protease	Rv3671c protease	3CLpro inhibitor	SSB-PriA inh	PrPC surface inh	BoNT F protease	Anthrax LF inh2
COc1cc(/C=C(\C#N)C(=O)Nc2ccc(C(=O)O)cc2)ccc1OC(=O)c1cccc(F)c1	4	64	16	-7.4	-1	-3	-1	-2	?	-14
CC(C)CCNC(=O)Cn1cc2c(n1)CCCCC2	3	15	6	-0.7	2	1	-9	-6	-4	2
Cc1nc2ccc([N+](=O)[O-])cc2c(=O)n1Cc1cccc(F)c1	5	-11	4	4.4	2	4	-3	-17	85*	60*
Cc1cccc(COc2ccc(/C=N/NC(=O)c3nnn(-c4nonc4N)c3COc3ccc(F)cc3)cc2)c1	-32	-4	-6	-0.6	-16	0	i	-1	-5	-4
COc1ccc(-c2coc3c(C(=O)Nc4cc(OC)c(OC)c(OC)c4)cccc23)c(C)c1	.	.	4	0.1	.	.	.	8	-1	-7
NNC(=O)c1ccc(O)cc1O	5	-6	-4	-0.3	14	-2	2&-20	-3	-4	0
COc1ccccc1CNS(=O)(=O)c1cc(C(=O)NCC2CCCO2)c(Cl)cc1Cl (centres undefined)	9	.	3	-0.1	0	.	3	2	-2	2
COCCOc1cnn(-c2cc(Oc3ccc(C)cc3)ncn2)c(=O)c1Cl	8	-6	2	0.0	1	-1	-10	-20	4	-2
Cc1ccc(Cl)cc1NC(=S)NCc1cccn1C	6	-4	10	1.5	12	1	4	-2	-9	2
O=C(O)c1cc(-c2ccc(/C=N/Nc3ccc(Cl)cc3)o2)ccc1Cl	3	20	-1	-0.5	8	6	.	10	2	-9
Cc1cn(C2CC3OCC3O2)c(=O)[nH]c1=O (centres undefined)	10	11	12	-0.5	2	-2	-8	-5	?	2
CCc1nc2c(sc3nc4c(cc32)COC(C)(C)C4)c(=O)n1CCN(CC)CC	10	15	-6	-0.2	11	-3	2	4	-7	-3
COC(=O)c1ccn(CC(=O)NC2CCCCC2)n1	5	10	-2	-0.3	5	6	-4	2	2	-1
COc1ccc(C2/C=C\CN(C(=O)CC(C)C)CC(=O)N2Cc2ccc(F)cc2)cc1 (centres undefined)	-3	3	-10	-0.2	.	.	-8	4	1	0
CC(C)N(CCNC(=O)c1oc(=O)c2ccccc2c1-c1ccccc1)Cc1ccco1	1	18	12	-0.3	-8	-1	9	2	-1	0
CCn1c(CNC(=O)COc2ccc(C(C)C)cc2)nnc1SCC(=O)NC1CCCCC1C (centres undefined)	-4	27	1	0.8	-10	0	-1	-4	-4	-3
CSc1nsc(SC)c1NC(=O)Nc1ccccn1	-4	27	-4	-0.2	4	4	2	3	2	0
N#CCc1ccc(NS(=O)(=O)c2cccs2)cc1	4	0	-6	-1.2	3	4	-3	-1	-3	-2
Cc1ccc(C(=O)OCC(=O)NCCN2C(=O)CSC2=O)cc1	4	4	11	0.4	12	3	-20	3	-1	1
O=C(NNC(=O)C1COc2ccccc2O1)c1ccccc1O (centres undefined)	-1	.	3	0.9	.	.	-7	-2	-2	4
C=CCOC(=O)C1=C(C)OC(N)=C(C(=O)OCC)C12C(=O)N(CC(N)=O)c1ccccc12 (centres undefined)	4	12	1	?	-10	-2	-10	-9	3	2
COc1ccccc1N1CCN(S(=O)(=O)c2c(C)[nH]c(C)c2C(=O)N2CCCC2)CC1	3	7	28	-1.1	-5	-4	3	1	-1	1
O=C(c1cc(S(=O)(=O)Nc2ccccc2F)c(Cl)cc1Cl)N1CCN(CCO)CC1	4	-5	-11	-1.2	9	5	2	2	-5	-3
Cc1cccn2c(=O)nc(SCC(=O)Nc3ccc4c(c3)OCO4)nc12	7	.	4	0.6	7	.	-6	5	5	0

Shown with two lines to a compound: part of the list above
Sequence of screens: MazEF act | DUSP3 inh | CCHF vOTU inh | BoNT A protease | Rv3671c protease | 3CLpro inhibitor | SSB-PriA inh | PrPC surface inh | BoNT F protease | Anthrax LF inh2
CC(C)N(CCNC(=O)c1oc(=O)c2ccccc2c1-c1ccccc1)Cc1ccco1
 : 1 | 18 | 12 | -0.3 | -8 | -1 | 9 | 2 | -1 | 0
CCn1c(CNC(=O)COc2ccc(C(C)C)cc2)nnc1SCC(=O)NC1CCCCC1C (centres undefined)
 : -4 | 27 | 1 | 0.8 | -10 | 0 | -1 | -4 | -4 | -3
CSc1nsc(SC)c1NC(=O)Nc1ccccn1
 : -4 | 27 | -4 | -0.2 | 4 | 4 | 2 | 3 | 2 | 0
N#CCc1ccc(NS(=O)(=O)c2cccs2)cc1
 : 4 | 0 | -6 | -1.2 | 3 | 4 | -3 | -1 | -3 | -2
Cc1ccc(C(=O)OCC(=O)NCCN2C(=O)CSC2=O)cc1
 : 4 | 4 | 11 | 0.4 | 12 | 3 | -20 | 3 | -1 | 1

The results go on.
SMILES	MazEF act	DUSP3 inh	CCHF vOTU inh	BoNT A protease	Rv3671c protease	3CLpro inhibitor	SSB-PriA inh	PrPC surface inh	BoNT F protease	Anthrax LF inh2
CCOC(=O)CSc1nc2ccccc2n1CC(=O)NC(C)(C)C	-1	19	-18	-3.2	4	2	-2	1	-4	-1
COc1ccc(/C=C/C(=O)C(C(N)=O)=C2SCCS2)cc1	2	23	16	-0.1	-4	4	-6	-3	-2	1
CNc1cncc(-c2c(OC)cccc2OC)n1	.	.	-101	-0.2	.	.	.	1	-3	-3
Cc1sc2nc(CSc3ccccc3)nc(N3CCN(C)CC3)c2c1C	-11	8	3	0.8	7	2	20	-6	-5	-1
O=C(Nc1c(F)cc(F)cc1F)c1cccn(Cc2ccccc2)c1=O	-14	5	12	0.2	6	0	-12	3	12	0
CCOC(=O)N1CCN(CCC(=O)c2ccc(OC)cc2)CC1	1	15	8	-0.4	-4	0	-7	-2	-2	-1
Cc1c(-c2ccccc2)nnn1-c1ccc(F)cc1F	4	18	5	-1.6	1	4	-11	-10	3	3
COc1ccc(NC(=O)N(C)C[C@H]2Oc3ccc(NC(=O)NC(C)C)cc3C(=O)N([C@H](C)CO)C[C@@H]2C)cc1	6	.	16	0.3	7	.	-8	4	-2	-3
Cc1ccc(N2CC(C(=O)Nc3nnc(SCCN4CCOCC4)s3)CC2=O)cc1 (centres undefined)	2	15	13	0.4	-5	8	-16	-3	6	0
CN(C)CCNc1oc(COc2cccc(Cl)c2)nc1C#N	-1	3	-9	-0.2	3	-5	-5	-3	2	0
Cc1cc2nnc(SCC(=O)Nc3ccc(Cl)cc3)n2c(N)n1	-1	-2	6	-2.3	7	0	-10	7	-4	-2
COc1cc(C2C(C#N)=C(N)Oc3n[nH]c(C)c32)cc2c1OCO2 (centres undefined)	-8	38	-6	0.1	-4	-1	-2	1	-5	8
C#CCNC(=O)c1cc2sccc2n1C	-27	-7	-10	0.3	0	2	-2	0	0	-1
CCN1C(N(C)CCc2c[nH]c3ccccc23)=N[C@@H](c2cccc(C(F)(F)F)c2)C(C(=O)OC)=C1C	25	.	.	0.0	8	.	27	.	-16	-3
N#Cc1ccc(COC(=O)CSc2nnc(C3CCCCC3)n2N)cc1	2	-2	-17	-0.3	0	4	-1	-5	10	0
N#Cc1ccccc1NC(=O)C(=O)NCCCN1CCCC1=O	3	.	13	-0.2	10	.	1&0	12	-4	0
Cc1cc(=O)n2[nH]c(SCc3ccccc3)nc2n1	5	4	1	-0.7	6	-5	3	3	-2	5
O=C(O)c1cc2c(s1)CCCC2	0	12	6	0.4	2	3	-1	5	-3	4
CC(C)(C)c1ccc(C(=O)N2CCC2(C)C(=O)Nc2ccc3[nH]ncc3c2)cc1 (centres undefined)	.	.	8	-0.4	.	.	.	10	2	-4
Cn1cc(Br)c(C(=O)NC2C3CC4CC(C3)CC2C4)n1 (centres undefined)	-7	13	-3	?	0	0	-7	-3	-3	-1
O=C(Cc1ccccc1)Nc1ccccc1N1CCN(c2ccccc2)CC1	-19	14	9	-0.5	-10	0	6	6	-11	-10
C/C(=C\c1ccco1)CN1CCC(N2CCC(C(=O)N3CCOCC3)CC2)CC1	0	31	-6	0.6	8	2	-2	-1	-2	8
O=C(CSc1ccsc1[N+](=O)[O-])NC1CCCC1	0	8	5	-0.9	3	5	8	-24	-10	-1
C=CCN(Cc1cccs1)C(=O)CN1CCN(S(=O)(=O)c2ccc3c(c2)OCCCO3)CC1	-16	.	15	-0.7	-2	.	0	12	-2	-1
Cc1ccc(NC(=O)C(C)c2ccc([N+](=O)[O-])cc2)cc1Cl (centres undefined)	2	-1	-7	0.7	-12	6	18	-7	2	0
COc1cnc(-c2ccccn2)nc1Oc1cccc(Cl)c1	-1	25	6	-2.4	-5	-7	7	-1	-14	-3
O=C(CCC1CCCN(C(=O)c2ccccc2Cl)C1)N1CCN(c2ccccn2)CC1 (centres undefined)	8	52*	16	3.2	-10	-2	-11	1	5	-2
Brc1ccc(-c2csc(NNC3=NCCCCC3)n2)cc1	7	10	7	0.3	6	5	20	0	-33	-2
CCOC(=O)C1(CCOc2ccccc2)CCN(Cc2cccc(OC)c2OC)CC1	0	-28	7	1.4	5	1	-3	1	5	3
Cc1ccccc1NC(=S)N(CCCN1CCOCC1)Cc1ccccn1	-3	1	12	4.7	7	-1	4	6	39*	0
COC(=O)C1CCN(C(=O)C2CCC(=O)N(CCc3cccc(F)c3)C2)CC1 (centres undefined)	11	24	10	-1.2	1	5	-8	1	-5	-1
C=CCNC(=O)C1CC(=O)N(c2ccc(OCc3ccccc3Cl)cc2)C1 (centres undefined)	-17	2	-10	0.6	-1	2	-2	10	-16	-2
CC1=C(C(=O)OCc2ccccc2)C(c2ccc3ccccc3c2)NC(=O)N1CCCC(=O)O (centres undefined)	-7	-18	0	-1.8	-9	-2	1	0	-4	6
O=C(CSc1ccc2nnc(CCNC(=O)c3ccccc3)n2n1)NCc1ccccc1	4	45	-6	0.9	-9	-8	0	-5	-1	-1
Cc1ccc(-c2nn(-c3ccccc3)cc2C=C2SC(=S)N(CCS(=O)(=O)O)C2=O)cc1	.	.	16	0.2	.	.	.	-11	0	-9
COc1ccccc1CNC(=O)CN(C)CC(=O)Nc1ccc(F)c(F)c1F	4	.	2	.	4	.	2	8	.	.
CC/C(C)=N/NC(=O)c1[nH]c2ccc(C)cc2c1-c1ccccc1	1	1	0	-0.9	-10	-1	.	11	-4	1
COc1cc(C(=O)NCc2nnc(SCC(=O)N3CCc4ccccc43)o2)cc(OC)c1OC	5	10	6	0.8	-5	0	-1	-3	2	0
C=CCN1C(=O)c2ccc(C(=O)Nc3ccccn3)cc2C1=O	-6	.	-3	-0.6	-1	.	-9	1	-8	0
CCOCCCNC(=O)C1CCN(S(=O)(=O)c2cc(Br)cc3c2N(C(=O)CC)CC3)CC1	-4	-19	9	-0.3	7	-2	-3	2	-10	-1
COc1ccccc1C1CCN(C(=O)c2ccccc2)CC1	2	14	9	0.1	0	3	-12	5	-6	-1
COc1ccc(S(=O)(=O)NC(C)C(=O)O)cc1 (centres undefined)	1	20	-8	-0.1	-4	0	-1	1	-3	-3
CCc1nc2ccc(C(=O)NCCc3ccccn3)cn2c1N(CC)Cc1cccc(Br)c1	.	.	3	0.0	.	.	.	2	-6	-3
CC(=O)c1ccc(S(=O)(=O)Nc2ccc(C(=O)N(C)CC(=O)Nc3cccc(C)c3C)cc2)cc1	2	.	-3	-0.1	3	.	-2	-2	-3	-8
COc1ccc(-c2ccc(-c3cc(=O)oc4c(C(C)C)ccc(C)c34)cc2)cc1	-10	.	14	-0.2	.	.	-10	-9	-3	-9
CCCOc1ccc2c(CC)cc(=O)oc2c1C	0	-1	-8	-0.1	-13	-5	-15	-6	2	0
O=C1c2ccccc2C(c2nnnn2C2CCCCC2)N1CCc1ccc(O)cc1 (centres undefined)	.	.	-4	-0.5	.	.	.	-2	-2	-6
c1ccc2c(c1)CCc1c-2nc2ccccc2c1N1CCOCC1	-10	13	2	-0.2	-5	-1	5	-6	-3	-2
C[C@@H]1CN([C@@H](C)CO)C(=O)c2cc(-c3ccncc3)cnc2O[C@H]1CN(C)C(=O)c1cccc(F)c1	-2	.	-7	-0.2	.	.	.	-3	-4	3
Cc1csc(NC(=O)c2sccc2C)n1	7	.	-5	-2.2	11	-1	-4	2	-34	-8
O=C(Nc1nc2ccccc2s1)C1CC(=O)N(c2ccc(Cl)cc2)C1 (centres undefined)	3	12	4	0.5	-9	0	-13	-1	-7	-2

Screening data deposited in PubChem by several laboratories.
